Compound activity: PubChem, National Center for Advancing Translational Sciences (NCATS)
AT treatment – candidate therapy for ataxia-telangiectasia; […] A-T fibroblasts, KAP-1 phosphorylation AlphaLISA; neocarzinostatin DNA damage 30 min before lysis; Potency, µM (titrated, usually from 57.5 µM), for the others: top-dose activation, usual class: activators; 0.19% of 320,000 active; AID 485349; further: potency means the concentration at half of the fitted maximal effect; % of control where 0% means no effect; nearly all actives have a fitted effect of over 45% in size
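hTERT-immortalized A-T patient fibroblasts ([…]), 500 cells/well in OPTI-MEM, 1% FBS, got compounds for 60 min, then NCS for 30 min at 37C. Lysates were then assayed for phospho-KAP-1 by AlphaLISA (anti-pKAP1 donor, anti-KAP1 acceptor beads), 6 hr at 25C.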
TCR activator – T cell receptor activation; primary human leukocytes, anti-CD3, IL-2 HTRF, 48 h; Potency, µM (top dose mostly 9.22 µM), without a hit: at the highest dose activation of IL-2 secretion, actives largely listed as activators; 330,000 tested, under 10 active; AID 504894; further: % of control where 0% means no effect
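Readout: HTRF IL-2, Eu-cryptate/d2 antibody pair, 320nm excitation, 665nm emission. Stimulus: a-CD3 beads, no co-stimulation. Cells: primary human leukocytes. Exposure: 48 hr with compound.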
KCNH2 WT inh – inhibitors of human wildtype KCNH2 potassium channel | AID 720551 | U2OS, BacMam KCNH2, thallium flux FluxOr; hits give low values | Q12809 | activity change, % at 1.84 µM | 0.37% of 340,000 active;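 active means maximum activity change below -70%; inconclusive means maximum activity change between -70% and -50%; inactive means maximum activity change above -50%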; further: on the % scale 0 is the no-effect control and ±100 the full control effect
Target sequence (Q12809 whole entry, looked up): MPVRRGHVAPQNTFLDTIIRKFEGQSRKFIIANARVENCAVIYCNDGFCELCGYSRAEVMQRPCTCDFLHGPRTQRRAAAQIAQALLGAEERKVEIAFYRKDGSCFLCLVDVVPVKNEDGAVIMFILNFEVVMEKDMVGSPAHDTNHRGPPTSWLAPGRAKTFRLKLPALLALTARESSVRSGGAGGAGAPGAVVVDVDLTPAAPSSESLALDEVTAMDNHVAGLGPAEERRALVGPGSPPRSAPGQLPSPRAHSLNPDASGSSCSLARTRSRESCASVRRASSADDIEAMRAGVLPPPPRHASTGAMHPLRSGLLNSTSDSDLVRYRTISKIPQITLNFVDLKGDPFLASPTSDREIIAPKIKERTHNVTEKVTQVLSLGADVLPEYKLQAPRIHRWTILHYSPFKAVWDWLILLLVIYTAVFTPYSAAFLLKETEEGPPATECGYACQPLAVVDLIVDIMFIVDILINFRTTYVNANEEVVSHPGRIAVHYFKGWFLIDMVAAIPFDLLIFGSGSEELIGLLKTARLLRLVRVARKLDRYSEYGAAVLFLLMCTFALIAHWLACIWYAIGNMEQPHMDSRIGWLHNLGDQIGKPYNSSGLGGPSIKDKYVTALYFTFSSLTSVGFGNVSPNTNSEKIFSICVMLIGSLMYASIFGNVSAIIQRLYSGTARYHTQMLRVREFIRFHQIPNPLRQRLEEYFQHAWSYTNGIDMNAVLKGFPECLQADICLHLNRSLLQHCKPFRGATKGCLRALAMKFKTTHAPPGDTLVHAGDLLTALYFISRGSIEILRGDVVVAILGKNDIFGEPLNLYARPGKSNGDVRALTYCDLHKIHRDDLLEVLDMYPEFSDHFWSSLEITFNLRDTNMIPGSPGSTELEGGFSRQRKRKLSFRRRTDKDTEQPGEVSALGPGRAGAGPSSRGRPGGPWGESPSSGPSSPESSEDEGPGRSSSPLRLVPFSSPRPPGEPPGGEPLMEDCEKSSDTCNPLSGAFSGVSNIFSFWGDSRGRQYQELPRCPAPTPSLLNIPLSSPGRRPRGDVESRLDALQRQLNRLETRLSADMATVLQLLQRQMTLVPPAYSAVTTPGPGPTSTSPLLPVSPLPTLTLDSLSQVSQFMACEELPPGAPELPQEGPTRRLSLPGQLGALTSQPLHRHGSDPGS
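U2OS cells were transduced with wild-type KCNH2 virus (2.03 x 10^8 / mL) for 4 h at room temperature, then cultured overnight at 37 C. Thallium flux was read with FluxOr dye. Rate constants were normalized to DMSO controls.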
Tb PFK inh – T. brucei PFK enzyme inhibition; O15648; T. brucei PFK, ADP-Glo luminescence; Potency, µM (top dose mostly 57.5 µM), for inactives: at the top dose activity, negative = inhibition, actives largely listed as inhibitors; 0.17% of 330,000 active; AID 485367;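 further: potency means the concentration at half of the fitted maximal effect; 0% = uninhibited 1x PFK enzyme wells and -100% = no-enzyme wells; nearly all actives have a fitted effect of over 60% in size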
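Activity is normalized to no-enzyme wells (full inhibition) and 1.25 nM enzyme wells (no inhibition). Reaction: 0.5 mM F6P, 0.1 mM ATP, 45 min RT, ADP-Glo luminescence; concentration-response curves fitted and classed by quality.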
TSHR antag – human thyrotropin receptor antagonism | AID 504810 | activity change, negative = inhibition, % at 11.5 µM | 0.2% of 330,000 active | TSHR-expressing cells, TSH-stimulated cAMP HTRF, 2 h; hits give low values | P16473;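 active means activity change below a set negative limit, meaning inhibition stronger than a set level, cut at about -70% in these data; inconclusive means activity change between two set negative limits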; further: on the % scale 0 is the no-effect control and ±100 the full control effect
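Antagonism was scored as loss of TSH-driven cAMP in TSHR cells, stimulated with 4nM TSH (EC80) for 2 hours at 37 deg C and detected by homogeneous HTRF competition immunoassay.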
GALK inhibitor – inhibitors of human galactokinase; 0.007% of 270,000 active; Potency, µM (highest dose often 57.5 µM), inactives show at the highest dose activity change, negative = inhibition, hits mostly inhibitors; Purified GALK, Kinase-Glo residual ATP luminescence; P51570; further: potency means the concentration at half of the fitted maximal effect; on the % scale 0 is the no-effect control and ±100 the full control effect
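ATP-depletion format; final 35 uM ATP, 100 uM D-galactose, 5 nM enzyme; pH 8.0 HEPES/Mg2+ buffer; 60 min RT; luminescence read 10 min after detection reagent.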
Giardia killer – Giardia lamblia killing; activity change, % at 7.66 µM, hits read low; 0.15% of 340,000 active; AID 540267; Giardia lamblia trophozoite viability; in the data active means activity change below about -80%; inconclusive means between about -30% and that limit;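 further: parasites exposed to compound for two days anaerobically before the ATP read; on the % scale 0 is the no-effect control and ±100 the full control effect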
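Giardia lamblia trophozoites (100 cells/well) were incubated with compounds for 48 h at 37 deg C under anaerobic conditions. Viability was read as ATP content by one-step luminescence after 15-30 min at room temperature.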
FBPA coupling cs – counter-screen for Giardia aldolase inhibitors: coupling enzyme system | coupling enzyme system counterscreen, AmpLite Red fluorescence | activity change, negative = inhibition, % at 58.2 µM, hits read low | 0.67% of 290,000 active; in the data active means activity change below about -30%; further: on the % scale 0 is the no-effect control and ±100 the full control effect
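Coupling enzymes only (glyceraldehyde-3-phosphate) + compound, at 57.5 uM final, 10 min RT; add substrate/coupling/AmpLite Red mix, 20 min RT; fluorescence ex 525/em 598 nm. Actives flag coupling-system interference.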
Chronic BCR inh – chronic active BCR signaling inhibition. ABC-DLBCL IkBa-CBG/CBR reporter, luminescence ratio, 4 h. Potency, µM (top dose mostly 46.1 µM), inactives show at the top dose ratio change, negative = lower green/red ratio, actives largely listed as inhibitors. 0.05% of 340,000 active. AID 493014; active means well fitted inhibition curve with a large enough effect in the signal ratio, with a control signal flat, not every such curve was filed as active; inconclusive means small, poorly fitted or top-dose-only effect, or effect the other way, or a change in a side signal; the % refers to the signal ratio;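 further: potency means the concentration at half of the fitted maximal effect; plate controls were basal doxycycline-induced cells for no effect and cells given 10 µM MG132 for full effect; MG132 reads +100%, hits lower the ratio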
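TMD8 human ABC-DLBCL cells with doxycycline-inducible IκBα–green luciferase fusion and unfused red luciferase, in 0.5% FBS medium; compounds up to 46 uM, 4 h at 37C. Green/red luminescence ratio, filter-overlap corrected, fitted to concentration-response curves.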
CXXC DNA block – inhibitors of human MLL CXXC domain-DNA interaction; Q03164; 0.037% of 290,000 active; MLL-CXXC / FITC-HOXA9 DNA fluorescence polarization; Potency, µM (top dose mostly 115 µM), for the others: at the highest dose activity change, negative = inhibition, most hits filed as inhibitors; active means well fitted inhibition curve with a large enough effect in the polarisation, with a control signal flat, not every such curve was filed as active; inconclusive means small, poorly fitted or top-dose-only effect, or effect the other way, or a change in a side signal; inactive means no such curve, though single readings can be large or run the other way; the % refers to the polarisation; further: potency means the concentration at half of the fitted maximal effect
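Fluorescence polarization: 7 uM MLL-CXXC (stock) preincubated 5 min with compounds, then 50 nM fluorescein-HOX-A9 DNA (stock) added; 30 min ambient. Buffer 50 mM Tris-HCl pH 7.5, 50 mM NaCl, 1 mM DTT, 0.05% BSA.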
An asterisk follows results filed as active; i = inactive; ? = inconclusive; / = no result given; [ ] = remark or other dose. Unless noted, the call rests on the fitted dose curve; in most records, active means well fitted curve in the direction sought with a large enough effect; inconclusive means small, poorly fitted or top-dose-only effect, or another doubt; inactive means no such curve, though single readings can be large; an effect the other way counts as inactive or inconclusive.

1	Cc1c(C(=O)N2CCOCC2)c(S(=O)(=O)Nc2cccc(F)c2)c(C)n1C
2	Cc1ccccc1Cn1cc(NC(=O)CCCn2nc([N+](=O)[O-])cc2C)cn1
3	CCSc1nnc(NC(=O)c2cc(C)on2)s1
4	CN(C(=O)c1ccc(NC(=O)Cc2ccc(NC(=O)C3CCN(C(=O)C4CC4)CC3)cc2)cc1)C1CC1
5	Cc1ccc(C2/C(=C(\O)c3cnn(-c4ccccc4)c3C)C(=O)C(=O)N2CCN(C)C)o1 (stereo not drawn)
6	Cc1cc(C(=O)CSc2nn(-c3ccccc3)c(=S)s2)c(C)n1Cc1ccco1
7	CCCCNC(=O)N1CCN(c2ncccn2)CC1
8	O=c1[nH]c(CN2CCN(C/C=C/c3ccccc3)CC2)nc2cc(Cl)ccc12
assay / compound	1	2	3	4	5	6	7	8
AT treatment	1%	2%	3%	2%	2%	-5%	-6%	2%
TCR activator	-2%	0%	-1%	3%	-5%	1%	6%	-3%
KCNH2 WT inh	-4	4	4	-8	3	-6	2	-110*
Tb PFK inh	10%	1%	-1%	4%	-3%	-6%	-8%	-8%
TSHR antag	18	-2	-3	9	16	-21	10	5
GALK inhibitor	-4%	0%	3%	/	-1%	1%	6%	1%
Giardia killer	-12	14	12	3	-21	2	-14	-2
FBPA coupling cs	2	-1	-6	/	0	2	5	0
Chronic BCR inh	-1%	-5%	?	?	?	7%	16%	2%
CXXC DNA block	-3%	1%	-4%	/	-2%	8%	-7%	5%

Some values from the list.
Cc1ccc(C2/C(=C(\O)c3cnn(-c4ccccc4)c3C)C(=O)C(=O)N2CCN(C)C)o1 (stereo not drawn) @ AT treatment: 2%
CN(C(=O)c1ccc(NC(=O)Cc2ccc(NC(=O)C3CCN(C(=O)C4CC4)CC3)cc2)cc1)C1CC1 @ TCR activator: 3%
Cc1c(C(=O)N2CCOCC2)c(S(=O)(=O)Nc2cccc(F)c2)c(C)n1C @ TSHR antag: 18

The list goes on.
9	O=C(NCc1ccc2[nH]c3c(c2c1)CCCC3)c1ccc(S(=O)(=O)N2CCCC2)cc1
10	CCN=C1SC(CC(=O)Nc2ccc(C)cc2)C(=O)N1CC (stereo not drawn)
11	CC(C)N1CCC(NC(=O)NC2CCCCC2)CC1
12	Cn1c(=O)c2c(nc(SCC(=O)NCc3ccco3)n2C)n(C)c1=O
13	Cc1nc2oc3ccc(F)cc3c(=O)c2cc1C(=O)O
14	Cc1ccc(CNC(=O)CN2C(=O)COc3ccc(C)cc32)cc1
15	CN1CCN(C(=O)C2CCC(=O)N(CCc3cccc(F)c3)C2)CC1 (stereo not drawn)
16	CCC1CCCCN1C(=O)COc1ccccc1NC(C)=O (stereo not drawn)
assay / compound	9	10	11	12	13	14	15	16
AT treatment	-10%	-1%	14%	-7%	-14%	3%	?	0%
TCR activator	4%	7%	-2%	-12%	0%	-2%	4%	7%
KCNH2 WT inh	-6	7	-6	-2	9	1	-8	0
Tb PFK inh	0%	-1%	-4%	-7%	1%	3%	-1%	3%
TSHR antag	-2	-3	13	11	8	-3	10	9
GALK inhibitor	/	7%	1%	0%	/	-2%	7%	5%
Giardia killer	-24	7	14	8	0	9	-14	-5
FBPA coupling cs	-4	-2	3	4	3	2	/	-5
Chronic BCR inh	-7%	-1%	3%	4%	4%	-15%	?	?
CXXC DNA block	20%	-4%	2%	-1%	17%	2%	9%	3%

Fetched by compound from the list above:
10	CCN=C1SC(CC(=O)Nc2ccc(C)cc2)C(=O)N1CC (stereo not drawn)
11	CC(C)N1CCC(NC(=O)NC2CCCCC2)CC1
assay / compound	10	11
AT treatment	-1%	14%
TCR activator	7%	-2%
KCNH2 WT inh	7	-6
Tb PFK inh	-1%	-4%
TSHR antag	-3	13
GALK inhibitor	7%	1%
Giardia killer	7	14
FBPA coupling cs	-2	3
Chronic BCR inh	-1%	3%
CXXC DNA block	-4%	2%

Next compounds follow:
17	Cc1ccc(C2(CCNC(C)c3cccs3)CCOC(C(C)C)C2)cc1 (stereo not drawn)
18	Cc1cc(OC(=O)C2CC2)c([N+](=O)[O-])c(=O)[nH]1
19	Cc1cc(NC(=O)c2cccc(S(=O)(=O)N(C)C)c2)n(-c2ccccn2)n1
20	COc1cc(OC)c(C2Nc3ccccc3NC3=C2C(=O)CC(C)(C)C3)cc1OC (stereo not drawn)
21	N#Cc1ccccc1S(=O)(=O)Nc1ccc2c(c1)C(=O)OC2
22	Cc1cc(C)n(C(=O)CCCCCCCCC(=O)n2nc(C)cc2C)n1
23	COc1ccc(C(=O)NNC(=S)NC(=O)c2ccccc2[N+](=O)[O-])cc1
24	C=CCOc1cccc(C2/C(=C(\O)c3ccc4c(c3)OCCO4)C(=O)C(=O)N2CCN2CCOCC2)c1 (stereo not drawn)
assay / compound	17	18	19	20	21	22	23	24
AT treatment	-2%	0%	/	6%	-11%	4%	-5%	-3%
TCR activator	1%	4%	-4%	1%	6%	7%	-1%[46.1 µM]	0%
KCNH2 WT inh	7	i	-3	0	5	0	4	-5
Tb PFK inh	11%	-7%	3%	0%	-3%	1%	1%	2%
TSHR antag	-13	4	-9	-11	1	-10	-4	-2
GALK inhibitor	-2%	8%	3%	7%	/	-1%	1%	4%
Giardia killer	-1	3	-20	-22	8	1	15	-22
FBPA coupling cs	1	2	0	5	1	0	4	/
Chronic BCR inh	?	9%	?	2%	-7%	-6%	-6%	8%
CXXC DNA block	8%	-1%	-1%	-4%	33%[activator]	-5%	-12%	18%

25	O=C(CO/N=C/c1ccc(Cl)cc1Cl)NNC(=O)c1ccc(Cl)cc1Cl
26	c1ccc(C(c2ccccc2)c2nc(-c3cccnc3)no2)cc1
27	CCc1nc2c(c(=O)[nH]1)C(CC)(CC)Cc1ccccc1-2
28	Cc1ccc(NC(=O)N(Cc2ccc3c(c2)OCO3)Cc2cc3cc4c(cc3[nH]c2=O)OCCO4)cc1
29	C/C=C\C(=O)Nc1cccc(C2=NOC3(C2)C[C@@H](C(N)=O)N(C(=O)c2ccccc2)C3)c1 (stereo partly drawn)
30	CCOc1ccc2c(c1)nc(C)n2C
31	Fc1ccc(COc2ccccc2-c2ccnc3ncnn23)cc1
32	CCN(CC)C(=O)CSc1nnc(COc2ccc(OC)cc2)n1N
assay / compound	25	26	27	28	29	30	31	32
AT treatment	8%	7%	1%	2%	-13%	-5%	1%	-3%[11.5 µM]
TCR activator	-5%	5%	-12%	-49%	-5%	-5%	4%	1%
KCNH2 WT inh	0	-4	-7	-9	13	1	13	0
Tb PFK inh	1%	5%	0%	0%	1%	-5%	0%	-7%
TSHR antag	0	-12	2	-9	-2	-6	-9	10
GALK inhibitor	/	-3%	-9%	2%	6%	6%	1%	4%
Giardia killer	17	2	0	-13	-24	-10	-13	1
FBPA coupling cs	1	6	0	0	4	6	-4	2
Chronic BCR inh	?	1%	1%	0%	?	-1%	-7%	6%
CXXC DNA block	0%	0%	-8%	3%	4%	-1%	?	-14%

33	O=C(CNC(=O)c1cccc(Br)c1)N/N=C/c1cn[nH]c1-c1ccccc1
34	CCC(C(=O)NC1CCCCC1)n1nc(C)c2c(C)n(-c3ccccc3)nc2c1=O (stereo not drawn)
35	CCOC(=O)Cc1csc(SCC(=O)/C(C#N)=C(\C)N)n1
36	COc1ccc(-c2cc(C(=O)OCC(=O)N(C)C3CCS(=O)(=O)C3)c3ccccc3n2)cc1OC (stereo not drawn)
37	COc1ccccc1NC(=O)c1ccccc1C(=O)N(C)Cc1ccccc1
38	CCc1ccc2c(c1)C(=O)C[C@]1(CCC[C@H](C)C1)O2
assay / compound	33	34	35	36	37	38
AT treatment	2%	0%	12%	0%	1%	?
TCR activator	0%[46.1 µM]	-5%	-2%	-2%	4%[46.1 µM]	-2%
KCNH2 WT inh	32	0	0	2	-8	0
Tb PFK inh	-20%	0%	0%	3%	2%	2%
TSHR antag	-4	-4	0	-14	11	-2
GALK inhibitor	-2%	-3%	1%	1%	/	/
Giardia killer	3	-4	4	17	7	15
FBPA coupling cs	2	/	1	-1	/	/
Chronic BCR inh	-1%	0%	0%	?	0%	0%
CXXC DNA block	3%	1%	1%	10%	/	/
